Fam108B inh: blocks mouse Fam108B hydrolase in RBBP9 counter-screen. recombinant Fam108B, FP-Rh probe fluorescence polarization. inhibition, % at 9.51 µM. actives 0.33% (n = 300,000);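 active means inhibition above the screen mean inhibition plus 3 SD, computed separately per campaign, cut at about 18% in these data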;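 further: inhibitors lower polarization as less probe binds the enzyme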
PAFAH1B2 FP inh: inhibitors of human PAFAH1B2. P68402. recombinant PAFAH1B2, FP-rhodamine activity probe, fluorescence polarization. inhibition, % at 3.39 µM. actives 1.2% (n = 340,000). AID 492953;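 active means inhibition above the mean of all tested compounds plus 3 SD, cut at about 24% in these data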;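 further: 0% = enzyme with DMSO and 100% = wells lacking PAFAH1B2; many of its hits are not listed in these tables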
Target sequence (P68402 whole entry, looked up): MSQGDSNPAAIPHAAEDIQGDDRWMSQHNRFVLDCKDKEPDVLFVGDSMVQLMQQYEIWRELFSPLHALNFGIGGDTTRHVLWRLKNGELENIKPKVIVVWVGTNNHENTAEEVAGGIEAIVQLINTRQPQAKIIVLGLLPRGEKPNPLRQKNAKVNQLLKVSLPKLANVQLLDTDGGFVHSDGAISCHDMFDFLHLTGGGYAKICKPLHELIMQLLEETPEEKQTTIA
PME-1 primary: blocks human protein phosphatase methylesterase 1. inhibition, % at 5.9 µM. AID 2130. recombinant PME-1, FP-Rh probe fluorescence polarization. actives 0.53% (n = 320,000);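 active means inhibition above the campaign mean of all compounds plus 3 SD, cut at about 26% in these data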;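 further: competitive labeling of PME-1 active site by serine hydrolase directed probe; 0% = PME-1 with DMSO and 100% = wells lacking PME-1 enzyme; inhibitors block probe labeling so polarization falls and inhibition rises; many of its hits are not listed in these tables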
Target sequence (Q9Y570 whole entry, looked up): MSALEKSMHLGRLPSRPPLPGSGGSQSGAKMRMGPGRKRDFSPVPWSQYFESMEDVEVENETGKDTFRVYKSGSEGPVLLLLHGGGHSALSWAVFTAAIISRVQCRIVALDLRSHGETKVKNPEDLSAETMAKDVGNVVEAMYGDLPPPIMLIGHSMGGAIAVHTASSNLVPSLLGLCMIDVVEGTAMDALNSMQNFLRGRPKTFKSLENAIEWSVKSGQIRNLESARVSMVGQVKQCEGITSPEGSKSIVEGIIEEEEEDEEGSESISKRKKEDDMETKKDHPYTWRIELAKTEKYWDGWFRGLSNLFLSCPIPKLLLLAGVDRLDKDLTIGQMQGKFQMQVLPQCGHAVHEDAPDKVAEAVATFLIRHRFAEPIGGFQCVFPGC
GLD-1 RNA inh: GLD-1-TGE RNA interaction inhibition (C. elegans); Q17339; purified GLD-1 + fluorescein TGE RNA, fluorescence polarization; inhibition, % at 5.96 µM; actives 0.44% (n = 320,000); AID 2280;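 active means percent inhibition above a per-plate cutoff, the plate mean of test compounds plus 3 SD, cut at about 30% in these data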;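 further: 0% = DMSO wells with GLD-1 and probe and 100% = wells lacking GLD-1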
Target sequence (Q17339 whole entry, looked up): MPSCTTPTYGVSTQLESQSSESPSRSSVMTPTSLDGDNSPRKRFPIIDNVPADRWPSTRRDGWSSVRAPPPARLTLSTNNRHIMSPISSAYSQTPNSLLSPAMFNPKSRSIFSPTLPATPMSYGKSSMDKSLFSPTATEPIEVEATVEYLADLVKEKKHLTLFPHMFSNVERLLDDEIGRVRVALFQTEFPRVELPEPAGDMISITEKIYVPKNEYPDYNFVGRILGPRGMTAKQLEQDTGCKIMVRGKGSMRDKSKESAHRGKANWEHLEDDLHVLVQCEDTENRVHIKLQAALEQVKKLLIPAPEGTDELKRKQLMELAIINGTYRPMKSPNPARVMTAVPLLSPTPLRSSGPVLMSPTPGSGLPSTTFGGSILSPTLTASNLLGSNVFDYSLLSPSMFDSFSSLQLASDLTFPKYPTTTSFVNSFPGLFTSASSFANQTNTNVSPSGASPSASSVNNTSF
MEX-5 binding: C. elegans MEX-5 TCR-2 RNA binding activity. AID 1832. Q9XUB2. activity score (negative = inhibition of binding), % at 10 µM. actives 0.38% (n = 300,000). MEX-5/FITC-TCR2 RNA binding, fluorescence polarization; hits give low values;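 active means inhibition past about -25% in most replicates, and total fluorescence under double the plate's negative control median, limit read from the data; inconclusive means replicates evenly split on the limit, or fluorescence at least double controls; inactive means too little inhibition in most replicates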;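 further: 0% = DMSO and -100% = 5 µM competing unlabeled TCR2 RNA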
MCL1-BIM inh: MCL1-BIM-BH3 interaction inhibition (human). inhibition, % at 10.9 µM. actives 0.68% (n = 320,000). GST-MCL1 / FITC-Bim-BH3 fluorescence polarization. Q07820;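 active means inhibition above the mean inhibition of all tested compounds plus 3 SD, set per campaign, cut at about 40% in these data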;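 further: 0% = DMSO wells and 100% = unlabeled Bim-BH3 peptide control; higher means more loss of mP so more displacement of Bim peptide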
pPAFAH inh: pPAFAH (human) enzyme inhibition. actives 1.5% (n = 330,000). recombinant pPAFAH, FP-rhodamine probe fluorescence polarization. Q13093. inhibition, % at 3.39 µM. AID 463082;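 active means inhibition above the mean inhibition across the screen plus 3 SD, cut at about 25% in these data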;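 further: inhibitors block binding of the rhodamine activity-based probe so polarization drops; 0% = enzyme with DMSO and 100% = wells lacking pPAFAH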
AHR act: human AHR activation | P35869 | AHR-responsive luciferase reporter cells, luminescence | activation, % at 5 µM | actives 2.5% (n = 320,000) | AID 2796; in the data active means activation above about 47%;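 further: 0% = vehicle wells and 100% = reference agonist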
Bcl-xL primary: Bcl-xL (human) inhibition. inhibition, % at 10.9 µM. GST-Bcl-xL / FITC-Bim BH3 peptide fluorescence polarization. AID 2129. actives 0.7% (n = 320,000);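 active means inhibition above the mean of all tested compounds plus 3 SD, cutoff set per campaign, cut at about 30% in these data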;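 further: 0% = DMSO wells and 100% = unlabeled Bim-BH3 peptide competitor; inhibitors lower millipolarization by displacing the labeled peptide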
The depositor's hits bear a star; ? = inconclusive; . = not tested or not shown. The list is partial. The share of hits here may be higher or lower than overall.

Second line of a record – Fam108B inh	PAFAH1B2 FP inh	PME-1 primary	GLD-1 RNA inh	MEX-5 binding	MCL1-BIM inh	pPAFAH inh	AHR act	Bcl-xL primary
- COC1=CC2(O)CCCC2=CC1=O (stereo not given)
→ 3	8	-3	2	-1.8	8	4	-3	0
- CCOC(=O)C1=C(c2ccccc2)Nc2c(c(=O)n(C)c(=O)n2C)C1c1ccc(O)c(OC)c1 (stereo not given)
→ 1	-3	-3	8	-3.0	-1	-3	-1	0
- COc1nc(N)c(C#N)c(-c2ccc(N(C)CCC#N)cc2)c1C#N
→ 2	.	13	5	-5.9	-11	9	10	-5
- O=C(CSc1nnc(-c2cccc(S(=O)(=O)N3CCOCC3)c2)n1C1CCCCCC1)NCc1ccccc1
→ 2	6	13	1	-1.5	10	3	1	-1
- Cc1ccc(C)c(Cn2c3ccccc3c3cnn(CC(=O)NCCCN4CCOCC4)c(=O)c32)c1
→ 3	0	1	7	1.4	9	2	2	7
- CC1CN(C)C(C)C/C1=N/Oc1ccccc1[N+](=O)[O-] (stereo not given)
→ -4	3	-2	6	-0.1	5	6	1	2
- COC(=O)Cn1cc(/C=C(/C#N)C(=O)N2CCOCC2)c2ccccc21
→ -1	1	5	-3	-1.1	4	-2	0	0
- O=C(CC1SC(=O)N(Cc2ccc(Cl)cc2)C1=O)Nc1nccs1 (stereo not given)
→ -3	-1	2	-2	1.8	-1	-2	22	-2
- CC1(C(=O)OCC(=O)Nc2ccc(Cl)cn2)CC1(Cl)Cl (stereo not given)
→ .	-1	.	4	.	.	5	0	.
- CCOC(=O)c1c(NC(=O)COC(=O)Cn2cnc3ccccc32)sc(C)c1C
→ -5	3	0	-10	2.0	-4	0	2	-4
- CCOC(=O)CCC(=O)Nc1cccc([N+](=O)[O-])c1
→ -1	-3	3	6	0.4	2	-3	5	4
- Oc1ccccc1N1CCN(c2nc(-c3cccs3)nc3ccccc23)CC1
→ 2	2	-6	-2	2.9	1	0	-6	-2
- COc1ccc(N2CCN(C(=S)NCc3ccccc3)CC2)cc1
→ 6	0	-5	-2	1.0	8	5	1	5
- COc1ccc(-c2csc3nc(-c4cccnc4)nc(N4CCC(C(N)=O)CC4)c23)cc1OC
→ -8	6	-6	1	2.9	-4	-2	13	4
- CCCCNC(=O)CC1S/C(=N/N=C/c2ccc(OC)cc2)NC1=O (stereo not given)
→ -3	2	0	-3	-0.4	5	4	4	1
- S=C(NCC1CCCO1)N1CCN(Cc2ccccc2Cl)CC1 (stereo not given)
→ -1	1	1	4	-0.8	6	3	0	6
- Cc1ccc(NC2CC(=O)N(c3cccc([N+](=O)[O-])c3)C2=O)cc1 (stereo not given)
→ -1	4	-6	-2	-1.4	0	7	1	2
- Cc1ccc2nc(-c3cccs3)oc(=O)c2c1
→ 8	-1	-6	2	-0.5	3	2	-1	-3
- CCC(=O)NC(=S)Nc1ccc(NC(=O)c2ccc(OC)cc2)cc1
→ -1	0	-11	-4	0.0	13	-6	2	4
- CN(C)CCSc1nc(N)c2c3c(sc2n1)CN(C)CC3
→ 9	3	-5	-16	-1.5	16	-5	5	17
- CC(C)N(Cc1ccccc1)C(=O)COC(=O)c1ccc2ncsc2c1
→ .	8	-7	6	.	-1	3	0	0
- COc1ccccc1N1CCN(S(=O)(=O)CCNC(=O)C2CC(=O)N(c3ccccc3)C2)CC1 (stereo not given)
→ 1	-2	3	-5	0.4	15	2	1	5
- CC1CCN(C(=O)CCNS(=O)(=O)c2ccccc2)CC1
→ 0	2	-4	4	1.5	3	10	5	5
- CC(=O)C1=C(c2ccccc2)NC(=O)NC1c1ccccc1OCC(=O)NCc1ccccc1 (stereo not given)
→ -4	5	12	6	0.0	-1	4	1	1
- C=CCn1cc(CN2CCC(C(=O)Nc3ccc(Oc4cccnc4)cc3)CC2)c(C)n1
→ 5	3	-4	1	2.0	-5	6	3	2
- CCOC(=O)C(C)Sc1nc(C2CC2)cc(C(F)(F)F)c1C#N (stereo not given)
→ -4	5	7	11	-0.6	5	5	1	5
- COc1ccc(C2=NOC(Cn3nc(C(=O)NCc4ccc(OC(F)(F)F)cc4)cc3-c3ccccc3)C2)cc1 (stereo not given)
→ -15	-11	4	5	0.6	3	7	-2	7
- Cc1ccc(C(=O)N/C(=C\c2ccc3c(c2)OCO3)C(=O)Nc2ccc(C(=O)O)cc2)cc1
→ -2	-1	0	-4	-3.6	-4	5	5	4
- CC(=O)Nc1nc(C(=O)O)cs1
→ 2	2	-3	3	-0.5	7	3	1	6
- CCCCn1c(SCC(=O)Nc2nnc(C)s2)nc2c1c(=O)n(C)c(=O)n2C
→ 1	10	2	7	-0.2	4	-1	1	4
- CCOc1ccc(NC(=O)CC2C(=O)N(c3ccccc3)C(=S)N2Cc2ccccn2)cc1 (stereo not given)
→ -1	-1	-11	4	-1.3	-2	2	8	-8
- CCCCc1cc(=O)oc2cc(OCc3nn[nH]n3)c(Cl)cc12
→ 5	4	0	5	-2.1	13	-13	0	2
- O=C(O)C1CCCN1S(=O)(=O)c1ccc(Cl)cc1 (stereo not given)
→ 9	6	0	3	3.4	2	4	-2	3
- O=c1/c(=C\c2ccc(F)cc2)sc2n1CCCN=2
→ -1	2	1	5	0.3	5	0	-2	8
- Cc1cccc(N2CCN(C(=O)c3ccccn3)CC2C)c1 (stereo not given)
→ 6	3	-4	8	1.3	4	-3	-2	7
- CCn1cc(C(=O)NCC2CCCO2)c2cc(OC)c(OC)cc2c1=O (stereo not given)
→ 3	4	1	5	1.6	7	1	1	17
- N#Cc1c(NC(=O)c2nc3ncccn3n2)sc2c1CCCCC2
→ 4	19	1	4	-2.7	19	0	21	8
- Cc1ccc(-c2csc3ncnc(N4CCN(C)CC4)c23)cc1C
→ 2	-1	2	-11	0.8	6	-6	-2	5
- CCc1c(C)nc2cc(-c3ccccc3)[nH]n2c1=O
→ 1	1	1	8	-0.2	-2	-1	45	3
- Cc1ccc(NC(=O)COc2nsnc2N2CCOCC2)cc1Cl
→ 1	8	-7	7	-1.4	-3	5	26	-1
- CC(C)c1cc(CNC(=O)C2CCC(=O)N(CCc3ccc(Cl)cc3)C2)on1 (stereo not given)
→ 6	4	-3	-2	-2.4	4	3	1	0
- O=C(CNCc1ccccc1)Nc1ccccc1-c1ccccc1
→ -2	5	4	0	2.0	0	-6	1	5
- CN(C)C1CCN(Cc2cc(COCc3ccccc3)c3cccnc3c2O)C1 (stereo not given)
→ .	5	.	17	.	.	25*	-1	.
- CN(C)CCCn1c(-c2ccccc2)nc(=S)c2c1CCCC2
→ -1	0	-5	2	2.3	9	8	1	6
- CC1=C(C(=O)Nc2cc(C(=O)N3CCN(c4cccc(C)c4)C(C)C3)ccc2C)SCCO1 (stereo not given)
→ -2	1	-3	5	1.5	0	5	6	3
- O=C(N/C=N/O)C1=NOC(CNc2ncc(C(F)(F)F)cc2Cl)C1 (stereo not given)
→ -2	2	-2	0	-0.9	3	2	1	6
- Cc1cccc(C(=O)Nc2c(C#N)c(C)c(C)n2Cc2ccccc2)c1
→ 4	2	-1	2	1.3	1	8	0	1
- COc1cc(NC(=O)COC(=O)CC(C)(C)C)c(C)cc1[N+](=O)[O-]
→ -4	7	-2	4	2.3	6	-2	43	1
- CC(=O)CCc1oc2ccccc2c1-c1ccccc1
→ 2	4	8	-2	3.9	2	9	-1	4
- COCc1cc(=O)[nH]c(SC)n1
→ -2	-3	3	4	1.1	6	7	0	2
- Cc1oc(-c2cccs2)nc1CS(=O)CC(=O)NCc1ccc2c(c1)OCO2 (stereo not given)
→ 0	4	7	9	1.7	8	4	9	1
- O=C(COc1ccccc1[N+](=O)[O-])Nc1ccc(CN2CCOCC2)cc1
→ 3	-2	0	4	-2.8	8	10	9	2
- Cn1c(CNC(=O)Cc2ccc3c(c2)OCO3)nnc1SCc1ccccc1
→ 0	3	1	-2	2.0	-2	-1	0	7
- Cc1ccc(NC(=O)C2CCN(C(=O)OC(C)(C)C)CC2)cc1S(=O)(=O)N1CCCCC1
→ .	-4	3	1	.	-15	18	-1	-12
- CC1CCN(c2oc(-c3ccc(F)cc3)nc2C#N)CC1
→ 1	4	-2	34*	2.1	11	9	0	2
- Cc1cccc(N2CCN(C(=O)COc3cc4oc(=O)cc(C)c4cc3Cl)CC2)c1C
→ 2	1	1	2	-1.1	-2	5	-1	4
- OCC[C@H]1C[C@H](O)[C@@H](O)[C@]2(CCCCO2)O1
→ -3	-1	6	-6	-1.7	15	-1	4	12
- Cc1ccc(OCC(=O)Nc2nc(-c3ccccn3)cs2)c(C)c1
→ 3	-1	-70	1	-2.6	12	-2	9	9
- Cc1ccc(C)c(N(C)C(=O)c2coc(=O)c3ccccc23)c1
→ 1	4	1	6	?	-6	3	1	2
- Cc1noc(C)c1CSc1nnc(-c2ccccc2F)n1CCc1ccccc1
→ 2	8	3	2	-1.9	-24	3	1	-11

Continuation.
Second line of a record – Fam108B inh	PAFAH1B2 FP inh	PME-1 primary	GLD-1 RNA inh	MEX-5 binding	MCL1-BIM inh	pPAFAH inh	AHR act	Bcl-xL primary
- NC(CC(=O)O)c1ccc(Br)cc1 (stereo not given)
→ -3	0	-7	-1	.	0	-7	2	-2
- Cc1ccccc1N1CC(C(=O)N2CCc3ccccc32)CC1=O (stereo not given)
→ 7	-3	2	2	-0.9	-1	1	19	1
- COc1ccccc1C(=O)Nc1ccnn1C1CCN(C(=O)c2ccoc2C)CC1
→ 3	-4	4	1	3.0	0	-3	0	0
- Cc1cc(S(=O)(=O)NCC(C)C)ccc1OCC(=O)NCC1CCCO1 (stereo not given)
→ 0	1	-8	-1	2.6	0	6	-1	6
- O=C1CN(c2ccc(Cl)cc2)C2(CCCCC2)S1
→ -1	9	0	4	-1.5	1	6	0	4
- COc1cc(OC)cc(C(=O)Nc2ccccc2C(=O)NC2CC2)c1
→ .	-1	-2	-2	.	-8	-6	34	-5
- CN1CCN(C(=O)c2ccc3c(c2)NC(=O)C(N2CCOCC2)S3)CC1 (stereo not given)
→ -1	4	-2	-1	-3.5	7	2	-1	5
- O=C(O)CNc1nc(-c2ccccc2)c2cc([N+](=O)[O-])ccc2n1
→ 3	2	-6	3	-0.9	10	8	0	11
- CCCOc1ccc(C2/C(=C(\O)c3c(C)[nH]c(C(=O)OC)c3C)C(=O)C(=O)N2CCN(C)C)cc1 (stereo not given)
→ 1	-1	2	-2	-3.3	7	0	-1	8
- O=C1C2C3c4ccccc4C(c4ccccc43)C2C(=O)N1c1cccc2cccnc12 (stereo not given)
→ 1	3	5	8	0.2	15	-1	5	15
- COC(=O)c1nn(-c2ccc(C)cc2)c2nnc(Cc3ccccc3)c(=O)n12
→ 3	6	2	1	-0.6	12	1	18	3
- CC(C)CCOc1ccc(C2CC(=O)N(C)C2=O)cc1 (stereo not given)
→ 0	-2	9	9	1.3	0	7	2	2
- CC(Sc1nnc(-c2ccco2)n1C)C(=O)NC1CCCC1 (stereo not given)
→ .	2	-1	1	.	0	3	-2	-4

Structural class: those above containing a tert-butyl group
Second line of a record – Fam108B inh	PAFAH1B2 FP inh	PME-1 primary	GLD-1 RNA inh	MEX-5 binding	MCL1-BIM inh	pPAFAH inh	AHR act	Bcl-xL primary
- COc1cc(NC(=O)COC(=O)CC(C)(C)C)c(C)cc1[N+](=O)[O-]
→ -4	7	-2	4	2.3	6	-2	43	1
- Cc1ccc(NC(=O)C2CCN(C(=O)OC(C)(C)C)CC2)cc1S(=O)(=O)N1CCCCC1
→ .	-4	3	1	.	-15	18	-1	-12

Source: PubChem BioAssay
